NOD2 RIPK2 PPI: NOD2-RIPK2 binding disruptors in cells, primary screen, fluorescence, CHO cells, BLA complementation | CCF4 ratio | inhibition, % at 4.98 µM | 360,000 tested, 0.38% active | AID 624267, 2012; in the data active = inhibition above about 21%;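 note: 0% = vehicle only and 100% = reference blocker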
Target sequence (O43353 whole entry, looked up): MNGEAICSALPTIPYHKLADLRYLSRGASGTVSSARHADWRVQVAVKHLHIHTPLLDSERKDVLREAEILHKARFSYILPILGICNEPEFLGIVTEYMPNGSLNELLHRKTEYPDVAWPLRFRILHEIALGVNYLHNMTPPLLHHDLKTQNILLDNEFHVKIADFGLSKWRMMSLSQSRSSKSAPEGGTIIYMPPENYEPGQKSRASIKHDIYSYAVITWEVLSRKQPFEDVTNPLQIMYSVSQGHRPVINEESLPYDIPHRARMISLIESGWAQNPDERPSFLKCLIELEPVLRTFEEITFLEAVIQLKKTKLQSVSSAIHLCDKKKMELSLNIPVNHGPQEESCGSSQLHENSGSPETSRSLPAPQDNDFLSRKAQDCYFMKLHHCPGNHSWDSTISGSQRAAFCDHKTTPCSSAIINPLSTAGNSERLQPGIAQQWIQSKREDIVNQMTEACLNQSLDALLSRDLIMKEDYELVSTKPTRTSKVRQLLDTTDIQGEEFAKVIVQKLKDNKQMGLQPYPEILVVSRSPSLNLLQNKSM
Granule exo inh: LAMP-1 surface exposure blockers, TALL-104 cells – cell-based, flow cytometry, MLPCN library, primary screen; TALL-104 LAMP-1 surface exposure; cells stimulated with thapsigargin and PMA; inhibition, % at 10 µM; 360,000 tested, 0.66% active; AID 651702, 2012;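 active = inhibition above about 55%, limit read from the data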
MC4R barr agon: MC4R agonists recruiting beta-arrestin, primary screen, cell-based, luminescence, agonist arm of biased-ligand search. U2OS MC4R beta-arrestin complementation; percent of melanotan II response, DMSO zero. AID 540308, 2011. 360,000 tested, 0.98% active. activation, % at 8.9 µM;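 active = activation above a per-plate cutoff, the mean activation of sample wells on that plate plus 3 SD, cut at about 8% in these data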
Target sequence (P32245 whole entry, looked up): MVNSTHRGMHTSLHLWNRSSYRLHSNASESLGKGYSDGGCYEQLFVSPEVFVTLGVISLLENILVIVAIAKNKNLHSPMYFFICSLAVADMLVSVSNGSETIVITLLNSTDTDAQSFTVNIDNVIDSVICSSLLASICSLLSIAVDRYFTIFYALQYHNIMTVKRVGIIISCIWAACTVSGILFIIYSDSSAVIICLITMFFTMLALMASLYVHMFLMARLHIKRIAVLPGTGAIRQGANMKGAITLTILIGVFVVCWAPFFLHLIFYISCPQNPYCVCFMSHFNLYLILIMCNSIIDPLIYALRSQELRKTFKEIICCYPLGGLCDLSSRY
ABHD5-PLIN5 inh: ABHD5-PLIN5 interaction inhibitors, primary screen, cell lysate, split luciferase complementation, luminescence. Perilipin-5 (Homo sapiens) + 1-acylglycerol-3-phosphate O-acyltransferase ABHD5 (Homo …. Split G. princeps luciferase complementation, 4 h. inhibition, % at 4 µM. 360,000 tested, 0.78% active. AID 602281, 2012;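 active = inhibition above the mean inhibition across every tested compound plus 3 SD, cut at about 22% in these data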;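 note: 0% = DMSO only wells and the 100% control is not disclosed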
ABCB6 inh MLPCN: ABCB6 transporter inhibitors, primary screen, K562-ABCB6 cells, flow cytometry, MLPCN library; ATP-binding cassette sub-family B member 6 (Homo sapiens), Q9NP58; fluorescence ratio to DMSO, % at 10 µM; 360,000 tested, 0.19% active; K562-ABCB6 porphyrin accumulation, 1 h; active compounds read low;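 active = fluorescence ratio to DMSO below 75%, the collection mean minus 3 SD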;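 note: signal is porphyrin accumulated inside mitochondria; 100% equals median channel fluorescence of DMSO control wells; lower ratio means ABCB6 inhibition with less porphyrin fluorescence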
Glyco luc inh: increase of ERlucT glycosylation luciferase signal, primary screen, N-linked glycosylation inhibitor project, D54 ERlucT cells, luminescence, set 2 | reporter increase, % at 12.5 µM | D54 ERlucT glycosylation luciferase reporter, 24 h; percent of 100 nM tunicamycin response | 360,000 tested, 0.23% active;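 active = mean luciferase reporter signal, scaled so untreated is 0 and the glycosylation-blocking control 100, at or above a set limit in every replicate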;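 note: luciferase carries N-glycosylation sites so blocking glycosylation raises the light; 0% = median of neutral control wells and 100% = median of 100 nM tunicamycin wells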
TLR9-MyD88 block: inhibitors of TLR9-MyD88 association in cells, primary screen, cell-based, CHO, BLA complementation, fluorescence; inhibition, % at 4.98 µM; Toll-like receptor 9 (Homo sapiens) + Myeloid differentiation primary response protein …; CCF4 FRET ratio; 340,000 tested, 0.21% active; AID 504734, 2011;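 active = inhibition above the mean over all tested compounds plus 3 SD, cut at about 21% in these data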;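 note: 0% = DMSO only wells and 100% = clavulanate BLA inhibitor control wells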
MC4R antagonist: MC4R antagonists of cAMP signaling, primary screen, cell-based, TR-FRET, antagonist arm of biased-ligand search. Melanocortin receptor 4 (Homo sapiens), P32245. MC4R-expressing cells, MTII-stimulated cAMP, LANCE TR-FRET. inhibition, % at 6.5 µM. 360,000 tested, 0.48% active. AID 540295, 2011;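 active = inhibition above its plate's cutoff, the mean of tested wells on that plate plus 3 SD, cut at about 29% in these data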;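 note: 0% = Melanotan II alone and 100% = Melanotan II plus saturating MCL0020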
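Assay system: U2OS-MC4R stable cell line; Also added: Melanotan II; Technique: Eu-cAMP/anti-cAMP TR-FRET, emission 671 nm; Times: 30-min compound, 1-h challenge, 1-h detection, room temperature.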
aDG glyco act: activators of alpha-DG glycosylation, primary screen, uHTS, Pro5-aDG cells, AlphaScreen; alpha-DG glycosylation AlphaScreen (IIH6); 0% Pro5, 100% B10-LARGE cell signal; activation, % at 10 µM; 360,000 tested, 0.22% active; AID 624168, 2012;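 active = activation of at least 8% versus controls, or a plate z-score of at least 8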;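 note: Pro5 are CHO cells carrying HIG-tagged alpha-DG that lacks glycosylation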
Vif inh: HIV Vif self-association inhibitors, primary screen, imaging, HEK293T, single point. inhibition, % at 7.49 µM. HEK293T cells, Vif self-association by quenched fluorescence, 24 h. AID 602346, 2012. 340,000 tested, 0.35% active; in the data active = inhibition above about 50%, passing the limit was not always enough; note: some results filed as inactive read as strong as hits
Starred values were filed as active, the others as inactive; . = not tested or not shown.

SMILES	NOD2 RIPK2 PPI	Granule exo inh	MC4R barr agon	ABHD5-PLIN5 inh	ABCB6 inh MLPCN	Glyco luc inh	TLR9-MyD88 block	MC4R antagonist	aDG glyco act	Vif inh
Cc1ccc(OC(C)C(=O)Nc2ccc3c(c2)n(C)c(=O)n3C)c(C)c1 (configuration not stated)	-2	-9	-1.4	-4	102	4	-1	15	0.0	-8
Cc1c(C(=O)N2CCCCC2)sc(NC(=O)C(C)C)c1C#N	4	1	1.5	-2	103	-2	-11	1	0.0	4
CC(=O)N1CCN(S(=O)(=O)c2cccc(C(=O)Nc3ccccc3N3CCCC3)c2)CC1	-11	-1	0.1	12	104	0	-8	3	0.2	3
CN(C)CCCN(C(=O)c1ccc2c(c1)CCCC2)c1nc2ccc(F)cc2s1	1	7	6.4	16	100	-6	-9	-4	0.5	2
CC(NC(=O)CN(C)CC(=O)Nc1ccc(Cl)cc1)c1ccc(F)cc1 (configuration not stated)	6	-2	-0.9	12	103	-2	3	5	1.5	-6
COc1ccc(CNC(=O)c2c[nH]c3c(OC)cc(OC)cc3c2=O)cc1	10	-3	-2.6	-2	97	4	-14	-9	0.0	7
c1cc(-c2ccsc2)n2cnnc2c1	-2	1	0.5	2	100	0	.	3	-0.1	19
CC1CCCN(S(=O)(=O)c2ccc3oc(=O)ccc3c2)C1 (configuration not stated)	-6	10	-2.5	0	101	4	6	1	-0.4	-5
O=C(Nc1cccc(-n2cccn2)c1)C1CCCN(Cc2cc3ccccc3[nH]2)C1 (configuration not stated)	0	-3	0.1	1	105	3	-29	17	0.2	2
CSC1=C(C#N)C(c2cccc(Br)c2)CC(=O)N1 (configuration not stated)	-14	-1	-0.1	5	98	3	-4	-2	-0.2	.
COc1cccc(OC)c1C(=O)Nc1cccc(C(C)=O)c1	-10	3	0.5	-2	99	0	-3	1	-0.1	21
Cc1cc(C)n(-c2nnc(NC34CC5CC(CC(C5)C3)C4)nn2)n1	0	20	-0.5	5	99	-4	5	29*	-0.2	-1
CC[C@]12c3[nH]c4cc(-c5ccco5)ccc4c3CCN1C(=O)[C@@H](CC(=O)NC(C)(C)C)C[C@@H]2C(=O)N1CCN(C(=O)C2CC2)CC1	11	-1	0.5	2	102	3	-5	12	0.4	.
CC1(c2ccc(Cl)cc2)NC(=O)N(CC(=O)NCCC2=CCCCC2)C1=O (configuration not stated)	-4	2	0.8	-5	95	1	-10	13	-0.2	-2
NS(=O)(=O)c1ccc(CNS(=O)(=O)c2cccc3nonc23)cc1	3	-2	-1.7	0	96	-1	.	3	-0.1	-1
CCCCN(C)C1=CC2=CC(=C(C#N)C#N)CCC2CC1 (configuration not stated)	12	38	4.5	-22	430	2	2	-5	-0.1	-2
COc1ccc(C2(C(=O)NCc3ccccc3Cl)CCOCC2)cc1OC	4	4	-1.0	3	99	-3	-1	15	0.1	-10
CC(=O)NC1C(=O)N(CCc2ccccc2)c2ccccc21 (configuration not stated)	6	-3	-1.4	-2	103	0	4	2	0.2	-2
CCOC(=O)C(C)NC(=O)CCc1nnc2ccc(N3CCC(C)CC3)nn12 (configuration not stated)	2	-14	0.3	9	72*	4	-2	10	0.0	24
CN(C)C(=O)c1ccc(NC(=O)c2cccnc2)cc1	-9	7	0.7	1	106	0	0	9	0.1	1
CCOc1ccc(C(=O)NC2CCN(C(=O)Nc3ccccc3OC)CC2)cc1	6	2	1.1	7	84	0	-4	1	-0.1	0
CC(C)c1ccccc1NC(=O)c1ccccc1NC(=O)C1CCCCC1	15	2	1.9	0	107	-1	13	7	0.2	3
Cc1ccc(S(=O)(=O)Nc2cc3c4c(c2)CCC(=O)N4CCC3)cc1	-11	8	-0.3	2	94	8	6	10	0.3	-9
Cc1cc(C)c(C(=O)N(C)CC2CCCN(CCc3ccccc3F)C2)o1 (configuration not stated)	-4	-1	-3.0	2	97	-1	-2	2	-0.3	-12
CC1(C)OC(=O)N(NCc2ccccc2)C1(C)O (configuration not stated)	-2	-7	-1.1	13	101	2	-18	16	-0.1	16

An excerpt from above in order of number of heavy atoms, high to low.
SMILES	NOD2 RIPK2 PPI	Granule exo inh	MC4R barr agon	ABHD5-PLIN5 inh	ABCB6 inh MLPCN	Glyco luc inh	TLR9-MyD88 block	MC4R antagonist	aDG glyco act	Vif inh
CC[C@]12c3[nH]c4cc(-c5ccco5)ccc4c3CCN1C(=O)[C@@H](CC(=O)NC(C)(C)C)C[C@@H]2C(=O)N1CCN(C(=O)C2CC2)CC1	11	-1	0.5	2	102	3	-5	12	0.4	.
O=C(Nc1cccc(-n2cccn2)c1)C1CCCN(Cc2cc3ccccc3[nH]2)C1 (configuration not stated)	0	-3	0.1	1	105	3	-29	17	0.2	2
CCOC(=O)C(C)NC(=O)CCc1nnc2ccc(N3CCC(C)CC3)nn12 (configuration not stated)	2	-14	0.3	9	72*	4	-2	10	0.0	24
COc1ccc(CNC(=O)c2c[nH]c3c(OC)cc(OC)cc3c2=O)cc1	10	-3	-2.6	-2	97	4	-14	-9	0.0	7
Cc1ccc(S(=O)(=O)Nc2cc3c4c(c2)CCC(=O)N4CCC3)cc1	-11	8	-0.3	2	94	8	6	10	0.3	-9
NS(=O)(=O)c1ccc(CNS(=O)(=O)c2cccc3nonc23)cc1	3	-2	-1.7	0	96	-1	.	3	-0.1	-1
Cc1c(C(=O)N2CCCCC2)sc(NC(=O)C(C)C)c1C#N	4	1	1.5	-2	103	-2	-11	1	0.0	4
CC1CCCN(S(=O)(=O)c2ccc3oc(=O)ccc3c2)C1 (configuration not stated)	-6	10	-2.5	0	101	4	6	1	-0.4	-5
CSC1=C(C#N)C(c2cccc(Br)c2)CC(=O)N1 (configuration not stated)	-14	-1	-0.1	5	98	3	-4	-2	-0.2	.

Following part.
SMILES	NOD2 RIPK2 PPI	Granule exo inh	MC4R barr agon	ABHD5-PLIN5 inh	ABCB6 inh MLPCN	Glyco luc inh	TLR9-MyD88 block	MC4R antagonist	aDG glyco act	Vif inh
O=S(=O)(NCc1ccc(F)cc1)c1ccc(-n2cnnn2)cc1	-7	0	1.7	-7	107	1	0	6	-0.1	7
COc1ccccc1CC(=O)Nc1nc(-c2ccc(F)c(F)c2)cs1	11	20	0.5	-7	99	-3	0	7	0.7	-17
CCOc1cccc(CN2CCN(CCCc3ccccc3)C(CCO)C2)c1O (configuration not stated)	7	18	-0.3	-11	98	1	-13	7	0.1	1
Cc1ccc(S(=O)(=O)Nc2ccnc(-c3cccnc3)n2)cc1	1	10	-1.6	3	96	0	-3	7	0.1	-3
COc1cc(CNCc2ccccn2)ccc1OCC(N)=O	-2	-1	0.8	-1	93	1	-13	-2	-0.1	14
S=C(NCc1ccccc1)N1CCn2cccc2C1c1cccnc1 (configuration not stated)	-8	1	-1.8	2	99	1	10	-7	0.0	0
CCCN(C(=O)COC(=O)CCOc1ccccc1C)c1c(N)n(Cc2ccccc2)c(=O)[nH]c1=O	-2	2	-0.9	-4	94	2	2	1	0.1	-6
CNC(=O)c1csc(-c2ccc(C)cc2)n1	0	0	0.0	-4	91	7	-5	3	0.0	10
COc1cc(C(CC(=O)Nc2ccc(C)cn2)N2Cc3ccccc3C2=O)cc(OC)c1OC (configuration not stated)	1	3	1.3	-3	96	0	7	13	0.0	-3
NS(=O)(=O)c1ccc(CCNC(=O)CN2C(=O)c3ccccc3S2(=O)=O)cc1	-4	-2	-1.1	-9	93	-1	-8	1	-0.1	18
CC(C)CNC(=O)C(=O)NCC1OCCN1S(=O)(=O)c1cccs1 (configuration not stated)	0	0	-2.4	-7	93	1	-12	6	-0.1	1
O=C(COc1ccccc1)NCCS(=O)(=O)N1CCN(c2ccccc2)CC1	3	-1	-1.3	-5	103	-1	7	24	0.2	-5
Cc1ccc2[nH]cc(CCNS(=O)(=O)c3ccc(F)cc3)c2c1	2	-1	1.6	-11	101	2	-3	22	0.0	-10
C=CCn1c(CNS(=O)(=O)c2ccc(Br)cc2)nnc1SC	-9	-20	1.0	1	96	3	-15	16	0.2	1
N#Cc1cc2c(=O)n3ccccc3nc2n(-c2ccccc2Cl)c1=O	-63	-1	-3.3	-3	258	11	-110	8	-0.3	154*
Cc1nnc(SCc2ccccc2C#N)n1-c1ccccc1	-4	5	-1.6	1	96	0	6	11	0.0	52
Cn1cc(S(=O)(=O)N2CCN(c3ccccc3F)CC2)c(=O)n(C)c1=O	-13	4	1.8	2	99	3	-4	1	-0.3	-7
CCc1noc(C)c1C(=O)NNC(=O)c1cc(OC)cc(OC)c1	-1	13	0.4	-1	100	4	2	3	0.4	12
O=C(c1cc(COc2ccc(F)cc2F)on1)N1CC[C@@H]2CCCC[C@H]2C1	-4	3	2.8	-7	98	2	2	5	0.2	-9
COC(=O)C1=C(CSc2nnnn2C)NC(=O)NC1c1cc(C)ccc1C (configuration not stated)	1	-1	0.5	-4	91	-3	-7	14	-0.1	.
COc1ccc(S(=O)(=O)N2CCOCC2)cc1NC(=O)CCNC(=O)c1ccc([N+](=O)[O-])cc1	-3	-3	0.1	0	99	0	0	3	-0.4	1
O=C(NC1CCCCC1)N1CCc2ccccc21	-21	-1	-2.5	-3	88	3	-6	0	-0.1	-3
Cc1ccc(/C=C/S(=O)(=O)NCC(=O)OCC(=O)Nc2c(F)cccc2F)cc1	-28	5	-0.3	1	98	4	-1	8	0.3	13
COc1ccc(NC(=O)NNC(=O)COc2ccc3cc(Br)ccc3c2)cc1	-7	-8	-2.2	-7	101	0	2	1	0.1	5
CC(C)[C@H]1COC(NC2=N[C@@H](C(C)C)CO2)=N1	0	-6	-0.4	4	102	1	2	-1	0.0	10
CCCc1nc(SCC(=O)N2CCCC2)c2ccccc2n1	1	-5	-1.2	-2	96	-1	-3	12	0.3	-2
O=C(CNC(=O)c1ccccc1)OCC(=O)c1ccc(Cl)s1	-5	-6	-0.9	6	98	2	5	13	-0.5	.
C=CCOC(=O)C1=C(C)NC(SC)=C(C#N)C1c1cccs1 (configuration not stated)	-6	1	-0.4	-2	98	23	-1	-6	-0.3	5
O=C(COC(=O)C1CCN(C(=O)c2ccc(Cl)cc2)CC1)NC1CCS(=O)(=O)C1 (configuration not stated)	0	0	0.2	10	89	2	-10	-6	-0.5	5

An excerpt, so the mix of outcomes need not match the whole.
